# Screening results as filed in PubChem BioAssay.
# PREPL inh: human PREPL enzyme inhibition; AID 2751; recombinant PREPL, fluorescence polarization activity-based probe; inhibition, % at 5.96 µM; 320,000 compounds, 0.68% hits; in the data active = inhibition above about 43%;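 note: 0% = enzyme with DMSO and 100% = wells lacking enzyme; many of its hits are not listed in these tables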
# LYPLA1 inh: blocks human lysophospholipase 1, a PME1 counter-screen; O75608; recombinant LYPLA1, FP-Rh probe fluorescence polarization; inhibition, % at 5.9 µM; 320,000 compounds, 0.16% hits; AID 2174;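 active = inhibition above the mean of all tested compounds plus 3 SD, set per campaign, cut at about 14% in these data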;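 note: inhibitors block serine hydrolase probe labeling of LYPLA1 so polarization falls; 0% = enzyme with DMSO and 100% = wells lacking LYPLA1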
# PAFAH1B3 FP inh: blocks human PAF acetylhydrolase 1B catalytic subunit 3 | Q15102 | recombinant PAFAH1B3, FP-rhodamine probe, fluorescence polarization | inhibition, % at 3.39 µM | 340,000 compounds, 0.28% hits;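 active = inhibition above the screen-wide average of all tested compounds plus 3 SD, cut at about 25% in these data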;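 note: 0% = enzyme with DMSO only and 100% = wells lacking PAFAH1B3 protein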
# PAD4 FP inh: PAD4 (human) enzyme inhibition. 330,000 compounds, 0.41% hits. AID 485272. inhibition, % at 6.36 µM. Q9UM07. recombinant PAD4, RCA probe fluorescence polarization;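 active = percent inhibition above a cutoff equal to the mean of all tested compounds plus 3 SD, cut at about 15% in these data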;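 note: 0% = PAD4 with RCA probe and DMSO and 100% = probe without PAD4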
# pPAFAH FP inh: inhibitors of human plasma PAF acetylhydrolase (pPAFAH). recombinant pPAFAH, FP-rhodamine probe fluorescence polarization. inhibition, % at 3.39 µM. 330,000 compounds, 1.5% hits;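 active = inhibition above the mean inhibition across the screen plus 3 SD, cut at about 25% in these data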;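 note: inhibitors block binding of the rhodamine activity-based probe so polarization drops; 0% = enzyme with DMSO and 100% = wells lacking pPAFAH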
# Target sequence (Q13093 whole entry, looked up): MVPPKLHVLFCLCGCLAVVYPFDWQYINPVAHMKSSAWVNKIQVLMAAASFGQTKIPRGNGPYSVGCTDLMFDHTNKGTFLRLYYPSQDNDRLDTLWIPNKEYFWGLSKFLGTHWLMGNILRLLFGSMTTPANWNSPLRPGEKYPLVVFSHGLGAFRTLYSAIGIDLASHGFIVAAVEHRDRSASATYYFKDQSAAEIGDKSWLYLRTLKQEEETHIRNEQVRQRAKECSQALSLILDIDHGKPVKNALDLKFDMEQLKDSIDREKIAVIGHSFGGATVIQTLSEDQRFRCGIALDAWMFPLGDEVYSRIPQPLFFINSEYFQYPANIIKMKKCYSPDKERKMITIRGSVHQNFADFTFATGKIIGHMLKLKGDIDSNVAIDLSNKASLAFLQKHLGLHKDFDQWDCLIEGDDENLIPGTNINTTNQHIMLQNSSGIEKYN
# GSTO1 counter: blocks human GSTO1 in RBBP9 counter-screen; 300,000 compounds, 1.1% hits; inhibition, % at 5.96 µM; recombinant GSTO1, activity-based probe fluorescence polarization; P78417; AID 1974;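 active = inhibition above the campaign mean inhibition plus 3 SD, cut at about 35% in these data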;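 note: 0% = GSTO1-1 with DMSO and 100% = wells lacking GSTO1-1 enzyme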
# LYPLA2 inh: blocks human lysophospholipase 2, a PME1 counter-screen | O95372 | recombinant LYPLA2, FP-Rh probe fluorescence polarization | inhibition, % at 5.9 µM | 320,000 compounds, 0.38% hits | AID 2177;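 active = inhibition above the screen-wide mean plus 3 SD, limit set per campaign, cut at about 26% in these data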;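 note: 0% = LYPLA2 with DMSO and 100% = wells lacking LYPLA2 enzyme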
# PAFAH1B2 FP inh: blocks human PAF acetylhydrolase 1b catalytic subunit 2; 340,000 compounds, 1.2% hits; AID 492953; inhibition, % at 3.39 µM; recombinant PAFAH1B2, FP-rhodamine activity probe, fluorescence polarization;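 active = inhibition above the mean of all tested compounds plus 3 SD, cut at about 24% in these data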;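 note: 0% = enzyme with DMSO and 100% = wells lacking PAFAH1B2; many of its hits are not listed in these tables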
# Target sequence (P68402 whole entry, looked up): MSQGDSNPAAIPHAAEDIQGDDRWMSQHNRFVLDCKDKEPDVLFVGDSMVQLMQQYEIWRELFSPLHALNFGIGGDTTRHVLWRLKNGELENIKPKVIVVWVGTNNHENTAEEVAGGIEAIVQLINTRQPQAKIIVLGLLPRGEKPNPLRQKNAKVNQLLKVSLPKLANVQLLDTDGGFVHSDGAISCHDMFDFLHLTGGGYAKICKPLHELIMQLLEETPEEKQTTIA
# PME-1 inh: PME-1 (human) inhibition. Q9Y570. recombinant PME-1, FP-Rh probe fluorescence polarization. inhibition, % at 5.9 µM. 320,000 compounds, 0.53% hits;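 active = inhibition above the campaign mean of all compounds plus 3 SD, cut at about 26% in these data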;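 note: competitive labeling of PME-1 active site by serine hydrolase directed probe; 0% = PME-1 with DMSO and 100% = wells lacking PME-1 enzyme; inhibitors block probe labeling so polarization falls and inhibition rises; many of its hits are not listed in these tables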
# Target sequence (Q9Y570 whole entry, looked up): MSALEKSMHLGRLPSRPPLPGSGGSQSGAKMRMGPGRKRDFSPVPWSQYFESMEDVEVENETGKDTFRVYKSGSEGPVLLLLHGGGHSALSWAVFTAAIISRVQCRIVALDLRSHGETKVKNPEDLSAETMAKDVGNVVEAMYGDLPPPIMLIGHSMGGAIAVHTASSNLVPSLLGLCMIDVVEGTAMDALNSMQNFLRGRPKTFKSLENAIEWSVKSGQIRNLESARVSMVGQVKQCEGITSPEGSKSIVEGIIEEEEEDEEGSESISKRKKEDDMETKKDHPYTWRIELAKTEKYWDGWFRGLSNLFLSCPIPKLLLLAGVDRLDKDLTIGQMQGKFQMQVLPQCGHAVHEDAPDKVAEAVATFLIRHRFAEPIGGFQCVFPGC
# * = called active by the depositor; . = not tested or not shown. Only part of the results is shown, so the mix of outcomes need not match the whole.
SMILES,PREPL inh,LYPLA1 inh,PAFAH1B3 FP inh,PAD4 FP inh,pPAFAH FP inh,GSTO1 counter,LYPLA2 inh,PAFAH1B2 FP inh,PME-1 inh
COc1ccccc1CNC(=O)C1CC(c2ccccc2C(F)(F)F)=NO1 (configuration not stated),5,-3,0,2,-3,12,0,4,-6
CCOC(=O)c1cnn(CCOC(=O)c2cccc(F)c2)c1NC(=O)c1cccc(F)c1,-8,-2,-5,3,8,-1,-2,3,-1
CCOC(=O)N1CCN(C(=O)c2n[nH]c(=O)c3ccccc23)CC1,15,0,-2,-2,2,20,-5,3,-2
O=C(COC(=O)c1cc(S(=O)(=O)N2CCCC2)ccc1O)Nc1ccc(SC(F)F)cc1,-5,-7,3,2,13,.,-2,4,-5
Cc1cccc(/N=C/c2ccccn2)n1,8,-1,9,-4,-3,14,-1,2,0
COc1cc(/C=C/C(=O)O)cc(S(=O)(=O)Nc2ccc3cn[nH]c3c2)c1OC,9,0,8,-2,-5,.,-1,-6,-2
COc1ccc(N(CC(=O)NCCC2=CCCCC2)S(=O)(=O)c2ccccc2)cc1,-21,-2,5,-3,3,1,-9,12,-1
Clc1cccc(Cl)c1CSc1nnc(/C=C/c2ccccc2)o1,-12,-4,5,-2,1,3,-7,7,-12
COc1ccc(S(=O)(=O)c2c(O)cc(C)c(NS(=O)(=O)c3ccccc3)c2C)cc1,19,-6,-5,3,5,-9,-4,4,-5
S=C(Nc1ccc(Oc2ccccc2)cc1)NC1CCCCC1,5,-6,-3,-2,3,-6,-6,-2,-2
COc1ccc(O)c(/C=N/NC(=O)c2ccc(N3CCCC3=O)cc2)c1,2,-13,4,8,13,6,-2,3,4
CCC(C)(C)NC(=O)CN(CC1CCCO1)C(=O)CNS(=O)(=O)c1ccccc1 (configuration not stated),14,4,3,0,5,9,11,1,-3
CCn1c(=O)cc(SCC(=O)N2CCC(C)CC2)c2ccccc21,1,-1,6,-1,3,2,6,7,1
COc1ccc(NC(=S)NCC(c2cccnc2)N2CCOCC2)cc1 (configuration not stated),0,1,1,-1,3,-1,-2,-1,-2
Cc1ccc(S(=O)(=O)N2CCN(C(=O)c3c(C)nn(-c4ccccc4)c3Cl)CC2)cc1,-3,-1,0,0,5,0,-2,12,2
Cc1ccc(N=Cc2c(O)n(C)c(=O)n(C)c2=O)nc1,6,-1,3,-1,2,10,-6,-1,-6
Cn1c(=S)[nH]c2ccccc21,3,1,5,1,5,-4,-4,2,1
COc1ccc(CN2C(=O)C(O)(CC(=O)c3c(C)n[nH]c3C)c3ccccc32)cc1OC (configuration not stated),14,1,3,-1,5,2,8,3,4
COc1cccc(NC(=O)CN(C)C(=O)c2ccccn2)c1,2,.,-4,-1,4,.,.,1,.
CC(=O)N1CCN(S(=O)(=O)c2cccc(C(=O)Nc3ccc4c(c3)OCO4)c2)CC1,10,1,3,-1,10,-8,5,1,4
CCOC(=O)C(CC)Sc1nnc2n1C(C)(C)Cc1ccccc1-2 (configuration not stated),3,-2,0,8,2,-1,-8,3,2
Cc1ccc(C(=O)COC(=O)CCNS(=O)(=O)c2ccccc2F)cc1,0,.,6,2,19,.,.,8,.
CCN(CC)S(=O)(=O)c1cccc(C(=O)NCCc2ccccc2)c1,11,-2,-16,0,-6,2,4,1,1
COc1ccc(N2CCN(Cc3nc4scc(-c5cccs5)c4c(=O)[nH]3)CC2)cc1,-17,-4,-10,-15,-7,-6,-4,-11,-14
CC1CC1C(=O)NCCc1ccc(Cl)cc1 (configuration not stated),4,3,-2,1,1,2,5,13,7

# Entries above with two or more sulfur atoms:
SMILES,PREPL inh,LYPLA1 inh,PAFAH1B3 FP inh,PAD4 FP inh,pPAFAH FP inh,GSTO1 counter,LYPLA2 inh,PAFAH1B2 FP inh,PME-1 inh
O=C(COC(=O)c1cc(S(=O)(=O)N2CCCC2)ccc1O)Nc1ccc(SC(F)F)cc1,-5,-7,3,2,13,.,-2,4,-5
COc1ccc(S(=O)(=O)c2c(O)cc(C)c(NS(=O)(=O)c3ccccc3)c2C)cc1,19,-6,-5,3,5,-9,-4,4,-5
COc1ccc(N2CCN(Cc3nc4scc(-c5cccs5)c4c(=O)[nH]3)CC2)cc1,-17,-4,-10,-15,-7,-6,-4,-11,-14

# Next section:
SMILES,PREPL inh,LYPLA1 inh,PAFAH1B3 FP inh,PAD4 FP inh,pPAFAH FP inh,GSTO1 counter,LYPLA2 inh,PAFAH1B2 FP inh,PME-1 inh
O=C(NC1CCCC1)C1CCCN1C(=O)Nc1ccc(Cl)cc1 (configuration not stated),0,0,2,-3,4,7,4,1,-8
CC(=O)c1c(C)[nH]c(C(=O)NCC2CCCCC2)c1C,-8,-20,8,0,-4,-3,-1,-2,-3
Cc1cc(C(=O)Cn2nc(C(=O)O)c3ccccc3c2=O)c(C)n1-c1ccccc1,-33,-6,-4,0,-2,13,2,2,-7
C(#Cc1ccccc1)C[N+]1(CC#Cc2ccccc2)CCCC1,2,2,-3,-4,5,4,3,-3,-2
O=C(CCS(=O)(=O)c1ccc(Br)s1)Nc1ccccc1Br,-2,-1,-3,-3,-7,15,2,7,-3
CCN(C(=O)COC(=O)c1ccc2ccccc2c1)c1c(N)n(Cc2ccccc2)c(=O)[nH]c1=O,2,-4,3,-2,4,.,-2,2,-9
O=C(Nc1cccnc1Cl)C1=NN(c2ccccc2)C(=O)CC1,8,-4,3,1,-2,-1,-4,-1,-3
O=C(O)CCC(=O)Nc1ccc(Sc2ccc([N+](=O)[O-])cc2)cc1,10,0,4,-4,8,8,3,17,1
O=C(NNC(=S)Nc1ccccc1)c1cccnc1,11,5,4,3,-1,4,14,1,5
O=C(O)c1ccc(NC(=O)C2C3CCC(O3)C2C(=O)O)cc1 (configuration not stated),6,-2,5,-2,-4,4,-3,2,-2
CCOC(=O)CNC=C(C(=O)OCC)C(=O)OCC,1,0,-4,4,-3,-1,-3,-1,-3
CCOC(=O)C1(Cc2ccc(Cl)cc2)CCN(C(=O)c2cc(C)nc(C)n2)CC1,20,6,4,-2,-2,9,6,-1,2
COc1ccc(C(=O)C2CCN(CC(=O)Nc3ccc(C)cc3)CC2)cc1,-2,-5,4,8,8,4,-3,2,3
COCCn1c(Cc2ccccc2)nnc1SCC(=O)N1CCCCC1C (configuration not stated),-1,4,10,-1,1,1,-2,5,-1
COC(=O)N/N=C(\C)c1cccs1,-10,0,2,5,1,0,-5,4,-2
Cc1ccc(C(=O)N/C(=C/c2ccco2)C(=O)NC2CCS(=O)(=O)C2)cc1 (configuration not stated),2,5,4,-3,0,1,5,5,3
Cc1ccc(NC(=O)Cn2nnc3ccccc3c2=O)cc1C,0,-4,10,3,3,-8,8,-1,-7
CCOC(=O)CN1C(=O)CSc2ccccc21,2,-2,12,-1,5,-4,0,-4,-1
O=C1C=C(c2ccccc2)CC(/C=C/c2ccccc2)C1 (configuration not stated),-25,1,-1,4,4,3,6,6,-1
O=C(NNC(=O)c1cc(-c2cccnc2)nc2ccccc12)Nc1ccc(Cl)cc1,-6,-12,-3,-4,-1,-15,-6,-6,-10
CCOC(=O)CSc1nc2c(sc(=S)n2-c2ccccc2)c(=O)[nH]1,0,-3,-4,-3,8,0,-1,4,3
COC(=O)c1ccc(N2C(=O)c3cc(N4CCOCC4)c([N+](=O)[O-])cc3C2=O)cc1,-3,-7,-18,2,1,0,-1,-7,-1
O=C(Nc1ccc2c(c1)OCCO2)C1c2ccccc2C(=O)N2CCc3ccccc3C12 (configuration not stated),-6,3,8,1,0,6,-4,3,2
Cc1ccc(CNC(=O)COC(=O)C2CC2)cc1,16,0,5,-1,1,.,-1,4,1
Cc1cccc(NS(=O)(=O)c2ccc(C)c(C(=O)N(C)C)c2)c1,-1,1,11,-1,15,.,2,3,-1

# Complete entries, looked up by structure:
# Listed for O=C(O)CCC(=O)Nc1ccc(Sc2ccc([N+](=O)[O-])cc2)cc1 : PREPL inh = 10; LYPLA1 inh = 0; PAFAH1B3 FP inh = 4; PAD4 FP inh = -4; pPAFAH FP inh = 8; GSTO1 counter = 8; LYPLA2 inh = 3; PAFAH1B2 FP inh = 17; PME-1 inh = 1
# Listed for O=C1C=C(c2ccccc2)CC(/C=C/c2ccccc2)C1 (configuration not stated) : PREPL inh = -25; LYPLA1 inh = 1; PAFAH1B3 FP inh = -1; PAD4 FP inh = 4; pPAFAH FP inh = 4; GSTO1 counter = 3; LYPLA2 inh = 6; PAFAH1B2 FP inh = 6; PME-1 inh = -1
# Listed for O=C(NC1CCCC1)C1CCCN1C(=O)Nc1ccc(Cl)cc1 (configuration not stated) : PREPL inh = 0; LYPLA1 inh = 0; PAFAH1B3 FP inh = 2; PAD4 FP inh = -3; pPAFAH FP inh = 4; GSTO1 counter = 7; LYPLA2 inh = 4; PAFAH1B2 FP inh = 1; PME-1 inh = -8

# (more compounds)
SMILES,PREPL inh,LYPLA1 inh,PAFAH1B3 FP inh,PAD4 FP inh,pPAFAH FP inh,GSTO1 counter,LYPLA2 inh,PAFAH1B2 FP inh,PME-1 inh
CCN(CC)c1ccc(C(=O)OCC(=O)NCC2CCCO2)cc1 (configuration not stated),-3,3,0,1,32*,5,9,5,-3
COC(=O)C1CSC(C(=O)OC)N1C(=O)Nc1ccc(Cl)cc1 (configuration not stated),6,4,7,6,1,-7,1,-5,-1
Cc1cc(C)n2cc(CSC3=NCCS3)nc2n1,3,-1,-2,1,0,-7,6,-3,3
O=c1c2ccccc2nc(/C=C/c2cccnc2)n1CCc1ccccc1,18,0,-3,-1,19,-10,-2,3,0
CCCN(CC(=O)Nc1ccc(C)cc1Br)CC(=O)Nc1ccc(F)c(F)c1F,-32,-3,-1,2,0,2,-2,2,2
COc1ccc(CNC(=O)c2ccc(NC(=O)CC3SC(N4CCCCC4)=NC3=O)cc2)cc1 (configuration not stated),10,-2,3,7,6,3,17,0,2
CC1C(=O)C(C)C(c2cccs2)NC1c1cccs1 (configuration not stated),-6,-1,3,-5,8,7,4,4,-4
CSc1cccc(NC(=S)N2CCCN(Cc3cccc(Cl)c3)C2)c1,-9,-1,-7,-3,0,-2,2,-6,13
Cc1cc(Br)c(NC(=O)C(C)Sc2nnnn2C)c(Br)c1 (configuration not stated),8,0,2,-4,3,.,8,-2,0
CCOC(=O)c1c(NC(=O)CSc2nnnn2C)sc(C)c1-c1ccc(C)cc1,1,-6,4,0,21,1,-8,1,-10
Cc1nc(OCC(=O)c2ccc(Cl)cc2)c(C#N)c2c1COC(C)(C)C2,18,7,6,-4,2,-1,8,4,-4
Cc1ccc(N/N=C2\COC(C)(C)CC2=O)cc1,5,0,-1,0,2,0,0,2,-2
Cc1cc(=O)[nH]c2c1c(C)nn2C1CCOC(C)(C)C1 (configuration not stated),4,3,7,-2,-3,8,0,2,-3
COc1cccc(C2CCCN2Cc2nc(CCC(C)C)no2)c1 (configuration not stated),7,0,1,0,4,2,6,-3,-7
COCCN(C(=O)CSc1nnc(-c2ccco2)n1C)c1c(N)n(CC(C)C)c(=O)[nH]c1=O,12,0,7,-4,-5,.,7,6,4
Cc1[nH]n(C)c(=O)c1[N+](=O)[O-],-9,4,2,-9,3,7,4,1,-1
O=C(Nc1cnc2sccn2c1=O)c1ccc(Cl)cc1Cl,0,2,10,-3,-4,-4,2,-3,-8
COc1ccc(NC(=O)C2c3cc(OC)c(OC)cc3C(=O)N(C)C2c2cccnc2)cc1OC (configuration not stated),-5,-3,11,-2,5,13,6,5,3
COc1ccc2ccccc2c1CNCc1ccc(C)cc1,-3,-1,4,-1,-2,-3,-5,8,-4
